Screening data as filed in PubChem.
Pf gametocyte: kills late stage P. falciparum gametocytes; P. falciparum stage V gametocytes, ATP luminescence, 24 h; inhibition, % at 10.9 µM; 150,000 tested, 0.065% active; AID 743093;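 active means inhibition above the mean plus 3 SD of compounds within the control limits, set per campaign, cut at about 38% in these data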;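 further: 0% = DMSO wells and 100% = medium only without gametocytes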
The depositor's hits bear a star. An excerpt, so the mix of outcomes need not match the whole.

canonical_smiles	Pf gametocyte
COC(=O)C1=C(c2ccccc2)C[C@@H]2CC[C@H]1N2C(=O)NCc1ccc(F)cc1	-27
COC(=O)C1=C(c2cc3ccccc3s2)C[C@@H]2CC[C@H]1N2C	11
COC(=O)C1=C(c2ccccc2)C[C@@H]2CC[C@H]1N2C(=O)NCC1CC1	-1
COc1ccc(C(O)C(C)NC(C)C(O)c2ccc(OC)cc2)cc1 (stereo unspecified)	-25
Clc1ccccc1C1=NCc2nncn2-c2sc(Br)cc21	7
CC(C)(C)[C@]1(O)C[C@@H]2OC(=O)C[C@@]23C(=O)O[C@@H]2OC(=O)[C@@H](O)C213 (stereo partly specified)	18
COC(=O)C1=C(c2c(C)noc2C)C[C@@H]2CC[C@H]1N2C(=O)N1CCOCC1	-12
CN1C(=O)/C(=C/c2ccc(Cl)s2)C(=O)NC1=S	-22
COC(=O)C1=C(c2ccc(C(C)=O)cc2)C[C@@H]2CC[C@H]1N2C(=O)N1CCC(O)(c2ccc(Cl)cc2)CC1	-15
CN(C)c1cc[n+](CC(O)C[n+]2ccc(N(C)C)cc2)cc1	4
Cc1cccc(-n2c(CN3C(=O)c4ccccc4C3=O)nc3ccccc3c2=O)n1	5
COc1ccc(-n2c(/C=C/c3ccc(O)cc3)nc3ccccc3c2=O)cc1	-4
CCCCCn1c(=O)c(C(=O)NCc2ccccc2Cl)c(O)c2ccccc21	5
COC(=O)C1=C(c2c(C)noc2C)C[C@@H]2CC[C@H]1N2C(=O)NCc1ccc(F)cc1	-14
COc1cc(CN2CC=C(c3ccc(F)cc3)CC2)cc(OC)c1	-20
COC(=O)C1=C(c2ccc(OC)c(OC)c2)C[C@@H]2CC[C@H]1N2C(=O)N1CCOCC1	-28
COC(=O)C1=C(c2ccc(-c3ccccc3)c(F)c2)C[C@@H]2CC[C@H]1N2C(=O)NC1CCCCC1	16
CSc1ccc(CN2CCN(C(=O)Cc3ccccc3)CC2)cc1	-5
Cc1nc2ccccc2c(=O)n1-c1ccc([N+](=O)[O-])cc1	-10
COc1c(C)cc(C(=O)C2CCCN(Cc3cccc(O)c3)C2)cc1C (stereo unspecified)	11
COC(=O)C1=C(c2ccc(F)cc2OCc2ccccc2)C[C@@H]2CC[C@H]1N2C(=O)NCc1ccc2c(c1)OCO2	-1
NP(=O)(OCCCc1ccccc1)Oc1ccc(Cl)cc1 (stereo unspecified)	12
COC(=O)C1=C(c2cccc(OCc3ccccc3)c2)C[C@@H]2CC[C@H]1N2C(=O)NCc1cc(C)oc1C(F)(F)F	-4
COc1ccc(NC(=O)c2cn(CCC#N)nc2-c2ccccc2)cc1	-10
CC1(C(=O)O)CCCC2(C)c3cc(O)ccc3CCC12 (stereo unspecified)	19
COC(=O)C1=C(c2ccc(-c3ccccc3)c(F)c2)C[C@@H]2CC[C@H]1N2C(=O)NCCO	12
O=C(Cc1ccccc1)N1CCN(CCCc2ccccc2)CC1	-9
COc1ccccc1NC(=O)c1cn(CCC#N)nc1-c1ccc(F)cc1	15
CC(C)CCOP(N)(=O)Oc1ccccc1 (stereo unspecified)	9
COc1ccc(N=C(C)c2c(O)[nH]c(=O)[nH]c2=O)cc1	9
COC(=O)C1=C(c2cccc(OC)c2OC)C[C@@H]2CC[C@H]1N2C(=O)NC1CCCCC1	15
CC(NS(=O)(=O)OCC(Cl)(Cl)Cl)c1ccccc1 (stereo unspecified)	0
CCCN1CCC(NC2CCC(O)CC2)CC1 (stereo unspecified)	1
COC(=O)C1=C(c2cc3ccccc3o2)C[C@@H]2CC[C@H]1N2C(=O)N1CCOCC1	-6
FC(F)(F)c1ccc(CNCCc2c[nH]c3ccccc23)cc1	5
COc1ccc(-n2c(CN3CCOCC3)nc3ccccc3c2=O)c(OC)c1	14
CNS(=O)(=O)c1ccc(-c2ccc(C=C3C(=O)NC(=O)NC3=O)o2)cc1	-15
Cc1ccsc1CNCCc1ccc(F)cc1	-1
O=C(CCN1CCOCC1)Nc1ccc(Br)cc1C(=O)c1ccccc1	-21
CSc1ccc(CN2CCN(c3ccccc3C)CC2)cc1	18
Nc1cnn(-c2ccccc2)c(=O)c1Cl	-14
O=C(O)c1ccccc1-c1ccc(C=C2C(=O)N(c3ccccc3)C(=S)N(c3ccccc3)C2=O)o1	-14
COC(=O)C1=C(c2c(C)noc2C)C[C@@H]2CC[C@H]1N2C(=O)N1CCC(O)(c2ccc(Cl)cc2)CC1	-23
O=C1CN=C(c2ccccc2Cl)c2cc(Br)ccc2N1	12
COC(=O)C1=C(c2ccccc2)C[C@@H]2CC[C@H]1N2C(=O)NC(C)C	0

3 entries from above, set out differently.
COc1ccc(-n2c(/C=C/c3ccc(O)cc3)nc3ccccc3c2=O)cc1
  Pf gametocyte: -4
COC(=O)C1=C(c2cc3ccccc3o2)C[C@@H]2CC[C@H]1N2C(=O)N1CCOCC1
  Pf gametocyte: -6
CSc1ccc(CN2CCN(C(=O)Cc3ccccc3)CC2)cc1
  Pf gametocyte: -5

Next part
canonical_smiles	Pf gametocyte
Cc1ccccc1CC(=O)N(CCN(C)C)CC1CCCN(Cc2ccccc2F)C1 (stereo unspecified)	4
CN/C=C(/Cl)P(=O)(OC(C)C)OC(C)C	7
COC(=O)C1=C(c2cc3ccccc3s2)C[C@@H]2CC[C@H]1N2C(=O)NCc1cccc2ccccc12	-25
Oc1ccccc1-[n+]1c(-c2ccccc2)cc(-c2ccccc2)cc1-c1ccccc1	-5
COc1ccccc1N1CCN(Cc2ccc3c(c2)OCO3)CC1	6
O=C(Cc1ccccc1)N1CCN(Cc2ccc(Cl)cc2)CC1	9
CCOc1ccc(N2C(=O)/C(=C/c3ccc(C)o3)C(=O)NC2=S)cc1	-8
COc1cc2c(cc1OC)C(C1c3cc4c(cc3CCN1C)OCO4)OC2=O (stereo unspecified)	-18
COc1cc2c(cc1OC)[C@H]1C(=O)c3ccc4c(c3O[C@H]1CO2)C[C@@H](C(C)(C)O)O4	-18
COC(=O)C1=C(c2ccc(OC)c(OC)c2)C[C@@H]2CC[C@H]1N2C(=O)NCCOc1ccccc1	7
COC(=O)C1=C(c2cccc(C#N)c2)C[C@@H]2CC[C@H]1N2C(=O)NCCOc1ccccc1Cl	9
Cc1cc(-c2ccccc2)cc(C)[n+]1Cc1ccccc1	-16
CC(=O)OC1CC[C@@]2(C)C(=CC(=O)C3C4CCC(OC(C)=O)[C@@]4(C)CCC32)C1 (stereo partly specified)	-15
O=C1CN(O)C(c2ccccc2)=c2cc(Cl)ccc2=N1	-8
CC1=C(C/C(C)=C/c2ccccc2)/C(=C/CO)[C@@H]2OC(=O)O[C@]2(C)C12CC2	4

As a working copy, part of the list above:
canonical_smiles	Pf gametocyte
COC(=O)C1=C(c2ccccc2)C[C@@H]2CC[C@H]1N2C(=O)NCc1ccc(F)cc1	-27
COC(=O)C1=C(c2cc3ccccc3s2)C[C@@H]2CC[C@H]1N2C	11
COC(=O)C1=C(c2ccccc2)C[C@@H]2CC[C@H]1N2C(=O)NCC1CC1	-1
COc1ccc(C(O)C(C)NC(C)C(O)c2ccc(OC)cc2)cc1 (stereo unspecified)	-25
Clc1ccccc1C1=NCc2nncn2-c2sc(Br)cc21	7
CC(C)(C)[C@]1(O)C[C@@H]2OC(=O)C[C@@]23C(=O)O[C@@H]2OC(=O)[C@@H](O)C213 (stereo partly specified)	18
COC(=O)C1=C(c2c(C)noc2C)C[C@@H]2CC[C@H]1N2C(=O)N1CCOCC1	-12
CN1C(=O)/C(=C/c2ccc(Cl)s2)C(=O)NC1=S	-22
COC(=O)C1=C(c2ccc(C(C)=O)cc2)C[C@@H]2CC[C@H]1N2C(=O)N1CCC(O)(c2ccc(Cl)cc2)CC1	-15
CN(C)c1cc[n+](CC(O)C[n+]2ccc(N(C)C)cc2)cc1	4
Cc1cccc(-n2c(CN3C(=O)c4ccccc4C3=O)nc3ccccc3c2=O)n1	5
COc1ccc(-n2c(/C=C/c3ccc(O)cc3)nc3ccccc3c2=O)cc1	-4
CCCCCn1c(=O)c(C(=O)NCc2ccccc2Cl)c(O)c2ccccc21	5
COC(=O)C1=C(c2c(C)noc2C)C[C@@H]2CC[C@H]1N2C(=O)NCc1ccc(F)cc1	-14
COc1cc(CN2CC=C(c3ccc(F)cc3)CC2)cc(OC)c1	-20
COC(=O)C1=C(c2ccc(OC)c(OC)c2)C[C@@H]2CC[C@H]1N2C(=O)N1CCOCC1	-28
COC(=O)C1=C(c2ccc(-c3ccccc3)c(F)c2)C[C@@H]2CC[C@H]1N2C(=O)NC1CCCCC1	16
CSc1ccc(CN2CCN(C(=O)Cc3ccccc3)CC2)cc1	-5
Cc1nc2ccccc2c(=O)n1-c1ccc([N+](=O)[O-])cc1	-10
COc1c(C)cc(C(=O)C2CCCN(Cc3cccc(O)c3)C2)cc1C (stereo unspecified)	11
COC(=O)C1=C(c2ccc(F)cc2OCc2ccccc2)C[C@@H]2CC[C@H]1N2C(=O)NCc1ccc2c(c1)OCO2	-1
NP(=O)(OCCCc1ccccc1)Oc1ccc(Cl)cc1 (stereo unspecified)	12
COC(=O)C1=C(c2cccc(OCc3ccccc3)c2)C[C@@H]2CC[C@H]1N2C(=O)NCc1cc(C)oc1C(F)(F)F	-4
COc1ccc(NC(=O)c2cn(CCC#N)nc2-c2ccccc2)cc1	-10
CC1(C(=O)O)CCCC2(C)c3cc(O)ccc3CCC12 (stereo unspecified)	19
COC(=O)C1=C(c2ccc(-c3ccccc3)c(F)c2)C[C@@H]2CC[C@H]1N2C(=O)NCCO	12

(continued)
canonical_smiles	Pf gametocyte
COC(=O)C1=C(c2ccc(OC(F)(F)F)cc2)C[C@@H]2CC[C@H]1N2C(=O)NCC1CC1	-8
O=S(=O)(NC1CCCCC1)OCC(Cl)(Cl)Cl	-21
COC(=O)C1=C(c2c(C)noc2C)C[C@@H]2CC[C@H]1N2C(=O)N1CCC(O)CC1	2
O=C(Nc1ccccc1)c1c(O)[nH]c(=O)[nH]c1=O	-5
COC(=O)C1=C(c2cc3ccccc3s2)C[C@@H]2CC[C@H]1N2C(=O)N1CCOCC1	2
CC(=O)Nc1ccc(OC(=O)N(C)c2ccc(C)cc2)cc1	-19
COC(=O)C1=C(c2cccc(OCc3ccccc3)c2)C[C@@H]2CC[C@H]1N2C(=O)NCc1cccc(OC)c1	-12
COC(=O)C1=C(c2ccc(F)cc2OCc2ccccc2)C[C@@H]2CC[C@H]1N2C(=O)NCCc1ccc(F)cc1	19
N#CCCn1cc(C(=O)Nc2ccc(F)cc2)c(-c2ccccc2)n1	6
COC(=O)C1=C(c2c(C)noc2C)C[C@@H]2CC[C@H]1N2C(=O)N1CCCCC1	12
[N-]=[N+]=NCCN1CCC(O)CCC1=O (stereo unspecified)	-5
O=S(=O)(c1ccc(F)cc1)N1CN2CCN(C2)C1	-8
COC(=O)C1=C(c2c(C)noc2C)C[C@@H]2CC[C@H]1N2C(=O)NCCCOC(C)C	9
Cc1cc(/C=C2\C(=O)NC(=O)N(c3ccccc3)C2=O)c(C)n1-c1ccc(C(=O)O)c(Cl)c1	-8
COC(=O)C1=C(c2c(C)noc2C)C[C@@H]2CC[C@H]1N2C(=O)N1CCC(C)CC1	24
COC(=O)C1=C(c2ccc(-c3ccccc3)c(F)c2)C[C@@H]2CC[C@H]1N2C(=O)N1CCC(O)CC1	4
COC(=O)C1=C(c2cccc3c2S(=O)(=O)c2ccccc2-3)C[C@@H]2CC[C@H]1N2C(=O)N1CCc2cc(OC)c(OC)cc2C1	-5
CN(C)c1ccc(CCN2CCOCC2)cc1	-14
COC(=O)C1=C(c2cccc(C#N)c2)C[C@@H]2CC[C@H]1N2C(=O)N1CCc2cc(OC)c(OC)cc2C1	0
COC(=O)C1=C(c2ccc(OC(F)(F)F)cc2)C[C@@H]2CC[C@H]1N2C(=O)NCc1cc(C)oc1C(F)(F)F	-7
COc1cccc2c1O[C@H]1C(=O)CC[C@H]3CN(C)CCC231 (stereo partly specified)	-15
Cc1ccc2c(c1)C(c1ccccc1)=NCC(=O)N2	-3
COC(=O)C1=C(c2cccc(OCc3ccccc3)c2)C[C@@H]2CC[C@H]1N2C(=O)NCc1ccc(OC)cc1	11
CCCC[n+]1cc(=N)o[n-]1	-7
COc1ccc(CCNCC2CCCO2)cc1 (stereo unspecified)	21
COC(=O)C1=C(c2ccc(F)cc2OCc2ccccc2)C[C@@H]2CC[C@H]1N2C(=O)NCc1ccc(C(C)(C)C)cc1	-36
CCOC(=O)c1cccc(-[n+]2c(-c3ccccc3)cc(-c3ccccc3)cc2-c2ccccc2)c1	-5
COc1cccc(OC)c1CN1CCCC(C(=O)c2cccc(Cl)c2)C1 (stereo unspecified)	-9
COc1ccc(CC(=O)N(C)C2CCCN(Cc3ccccc3F)C2)cc1OC (stereo unspecified)	-11
COC(=O)C1=C(c2cc3ccccc3o2)C[C@@H]2CC[C@H]1N2C(=O)NC(C)C	-5
COC(=O)C1=C(c2ccc(Cl)c(C(F)(F)F)c2)C[C@@H]2CC[C@H]1N2C(=O)NCc1ccc2c(c1)OCO2	9
COC1=CC(=O)[C@]2(C=C1OC)OC[C@@H]1Oc3c(ccc4c3C=CC(C)(C)O4)C(=O)[C@@H]12	-2
COC(=O)C1=C(c2ccc(OCc3ccccc3)cc2)C[C@@H]2CC[C@H]1N2C(=O)NCc1cccc(OC)c1	26
COC(=O)C1=C(c2cccc(OC)c2OC)C[C@@H]2CC[C@H]1N2C(=O)N1CCC(C)CC1	16
COC(=O)C1=C(c2ccccc2)C[C@@H]2CC[C@H]1N2C(=O)N1CCCC1	21
Cc1nc2ccsc2c(=O)n1-c1ccccc1Cl	18
COCCNC(=O)Cn1cc(C(=O)c2ccccc2F)c2ccccc21	-13
CCCCCn1c(=O)c(C(=O)Nc2ccccc2)c(O)c2ccccc21	1
O=[N+]([O-])c1cccc(CN2CC=C(c3ccc(F)cc3)CC2)c1	0
Cc1cccc(N=Cc2c(O)n(C)c(=O)n(C)c2=O)c1	10
COc1cccc(CN2CCNCC2)c1	10
